Source: PubChem (National Center for Advancing Translational Sciences (NCATS))
Pol III holo inh – DNA polymerase III holoenzyme inhibition. Potency, µM (titrated, usually from 57.1 µM), for inactives: at the highest dose activity change, negative = inhibition. actives 0.25% (n = 71,000). reconstituted DNA polymerase III holoenzyme replication, biochemical; note: potency is the fitted concentration of half-maximal effect; % is set by controls: 0 for no effect and ±100 for the full control effect
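Reconstituted *E. coli* holoenzyme (0.35 nM Pol III, 1 nM beta, 154 nM SSB, 2 nM primase) was preincubated with compound for 15 min at RT. Synthesis on 1.4 nM ssM13Gori ran 35 min, then was stopped with PicoGreen/EDTA and read as dsDNA fluorescence.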
Fluorescein autfl – compound autofluorescence in fluorescein spectral region; max fluorescein-equivalent concentration, M; Compound autofluorescence, 480/540 nm, fluorescein-equivalent; hits give high values; actives 0.91% (n = 59,000); in the data active = max fluorescein-equivalent concentration above about 10 nM; inconclusive = between about 1.1 nM and that limit
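Compounds (23 nL) in 100 mM Tris pH 8.0, 15 min at room temperature, then fluorescence read at 480 nm excitation/540 nm emission. Signal converted to fluorescein-equivalent concentration from an on-plate fluorescein standard curve.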
HBB splice mod – hemoglobin beta splicing modulation. HBB splicing reporter cell assay, activation; EGFP reporter with mutant IVS2-654 intron; response scale: normalised to 500 nM splice-correcting PNA. actives 0.06% (n = 65,000). Potency, µM (top dose mostly 46.1 µM), inactives show top-dose activation, actives largely listed as activators; note: potency is the fitted concentration of half-maximal effect; 0% is about no effect
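Compounds were applied for 2 days to HeLa EGFP-654 cells, 500/well in Optimem with 2% FCS. The reporter's EGFP is disrupted by mis-splicing of beta-globin intron IVS2-654. Readout: summed well GFP fluorescence from 488 nm laser scanning; reference was 500 nM antisense […] 654 PNA.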
Texas Red fluor – compound fluoresces in the Texas Red spectral region. max dye-equivalent concentration, M. actives 0.06% (n = 59,000). Compound fluorescence, Texas Red channel, 547/618 nm; hits give high values; in the data active = max dye-equivalent concentration above about 10 nM; inconclusive = between about 1.1 nM and that limit
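Spectral interference profiling: each compound concentration's relative fluorescence, read with a 547 nm excitation and 618 nm emission filter pair, was normalized to a per-plate Texas Red standard curve.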
ALOX15 inhib – 15-hLO (ALOX15) enzyme inhibition; P16050; purified 15hLO-1, xylenol orange hydroperoxide absorbance; Potency, µM (highest dose often 57.1 µM), for the others: at the highest dose activity change, negative = inhibition, actives largely listed as inhibitors; actives 1.4% (n = 74,000); note: potency is the fitted concentration of half-maximal effect; % is set by controls: 0 for no effect and ±100 for the full control effect; nearly all actives have a fitted effect of over 55% in size
Target sequence (P16050 whole entry, looked up): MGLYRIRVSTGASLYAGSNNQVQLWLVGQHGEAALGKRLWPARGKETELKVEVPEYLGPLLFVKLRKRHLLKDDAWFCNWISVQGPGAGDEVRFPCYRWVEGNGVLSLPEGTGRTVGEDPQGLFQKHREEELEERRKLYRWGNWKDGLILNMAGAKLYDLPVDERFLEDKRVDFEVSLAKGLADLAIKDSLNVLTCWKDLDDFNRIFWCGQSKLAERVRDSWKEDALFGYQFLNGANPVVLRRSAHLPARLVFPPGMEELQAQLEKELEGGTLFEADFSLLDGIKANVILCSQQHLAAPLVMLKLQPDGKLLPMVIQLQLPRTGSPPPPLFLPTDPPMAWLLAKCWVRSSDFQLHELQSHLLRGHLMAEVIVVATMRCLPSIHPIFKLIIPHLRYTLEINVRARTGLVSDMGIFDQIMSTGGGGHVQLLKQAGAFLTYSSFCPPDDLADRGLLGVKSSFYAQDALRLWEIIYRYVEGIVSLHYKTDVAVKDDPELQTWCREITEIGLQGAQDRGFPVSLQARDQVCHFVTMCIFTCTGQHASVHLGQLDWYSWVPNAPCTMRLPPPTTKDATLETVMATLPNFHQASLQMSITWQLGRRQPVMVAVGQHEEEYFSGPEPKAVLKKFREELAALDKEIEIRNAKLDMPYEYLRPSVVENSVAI
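Purified human 15hLO-1 (40 nM final) in 25 mM Hepes pH 7.5, 0.01% Triton X-100 was preincubated with compound 15 min at room temperature, then reacted 6 min with 50 uM arachidonic acid; hydroperoxide detected by Fe-XO, 573/405 nm absorbance ratio.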
Ub-GFP proteasome – proteasome inhibitors stabilizing ubiquitin-GFP reporter; Ubiquitin-GFP reporter cells, proteasome inhibition, GFP fluorescence; response scale: untreated = 0%, 10 µM MG-132 = 100%; Potency, µM (highest dose often 45.9 µM), for the others: at the highest dose activation (GFP accumulation), actives largely listed as activators; 67,000 tested, under 10 active; active = well fitted activation curve with a large enough effect, not every such curve was filed as active; inconclusive = small, poorly fitted or top-dose-only effect, or another doubt; inactive = no such curve, though single readings can be large or run the other way; note: potency is the fitted concentration of half-maximal effect
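GFP accumulation read-out: laser plate cytometry counting ubiquitin(G76V)-GFP-expressing U2OS cells after 4 hr compound exposure at 37 °C. Titrations spanned 46 uM to 2.9 nM; 0% = basal, 100% = 10 uM MG-132; concentration-response curves fitted.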
GFP derepression – epigenetic GFP locus derepression in mouse cells; mouse C127i GFP locus derepression, cytometry, 30 h; Potency, µM (doses to about 46.1 µM), without a hit: top-dose GFP derepression (activation); actives 0.09% (n = 68,000); note: % of control where 0% means no effect
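Derepression screen: silenced CMV-GFP reporter in murine C127i cells, 30 h compound incubation at 37 C, washed cells imaged by laser-scanning cytometer to enumerate GFP-expressing objects of 20 to 120 um.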
Hsp90 Hop PPI – changes Hsp90-Hop TPR2A binding signal, up or down; AlphaScreen TPR2A-His6 binding biotin-Hsp90 C-terminal peptide; Potency, µM (highest dose often 57 µM), inactives show top-dose activity change, negative = inhibition; actives 0.44% (n = 71,000); AID 595; active = well fitted curve in either direction with a large enough effect; inconclusive = small, poorly fitted or top-dose-only effect, or another doubt; note: potency is the fitted concentration of half-maximal effect; % is set by controls: 0 for no effect and ±100 for the full control effect; many of its hits are not listed in these tables
Rhodamine fluor – rhodamine region autofluorescence; actives 0.05% (n = 59,000); Rhodamine-region fluorescence, 547/598 nm, Tris buffer; hits give high values; max dye-equivalent concentration, M; in the data active = max dye-equivalent concentration above about 11 nM; inconclusive = between about 1.1 nM and that limit
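qHTS spectral profiling of compounds without any target or enzyme present, in pH 8.0 Tris buffer; plates were read after a 15-minute room-temperature incubation using the rhodamine-region filter set.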
4MU fluor – 4-MU region autofluorescence; compound autofluorescence, 340/450 nm, 4-MU equivalents; hits give high values; max dye-equivalent concentration, M; actives 11% (n = 59,000); AID 589; in the data active = max dye-equivalent concentration above about 10 nM; inconclusive = mostly about 1.1 nM to 9.6 nM
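Compounds in 100 mM Tris, pH 8.0, incubated 15 min at room temperature, then fluorescence read at 340 nm excitation/450 nm emission. Signal converted to 4-MU dye-equivalent concentration using an on-plate six-point 4-MU standard curve.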
HADH2 inhib – inhibitors of human HADH2 dehydrogenase | Q99714 | actives 3.4% (n = 73,000) | recombinant HADH2, NADH fluorescence, beta-hydroxybutyryl-CoA | AID 886 | Potency, µM (highest dose often 57.1 µM), for inactives: at the highest dose activity change, negative = inhibition, actives largely listed as inhibitors; note: potency is the fitted concentration of half-maximal effect; % is set by controls: 0 for no effect and ±100 for the full control effect; nearly all actives have a fitted effect of over 60% in size; many of its hits are not listed in these tables
Target sequence (Q99714 whole entry, looked up, one chain of several): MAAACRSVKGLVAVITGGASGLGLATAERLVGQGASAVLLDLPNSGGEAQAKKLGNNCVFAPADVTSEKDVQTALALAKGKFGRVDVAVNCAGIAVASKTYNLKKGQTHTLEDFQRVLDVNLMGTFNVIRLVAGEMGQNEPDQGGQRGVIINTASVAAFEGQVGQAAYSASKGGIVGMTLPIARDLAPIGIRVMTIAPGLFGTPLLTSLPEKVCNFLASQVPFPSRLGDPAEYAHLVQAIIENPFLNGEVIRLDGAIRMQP
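Read-out: 360 nm excitation, 450 nm emission, kinetic over 4 min. Conditions: His-tagged human HADH2 20 nM, pH 9.0 Tris with Tween-20, 1 mM NAD+, 90 uM beta-hydroxybutyryl-CoA.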
An asterisk follows results filed as active; i = inactive; ? = inconclusive; · = not tested or not shown; [ ] = remark or other dose. Unless noted, calls come from the whole dose curve; as a rule, active = well fitted curve in the direction sought with a large enough effect; inconclusive = small, poorly fitted or top-dose-only effect, or another doubt; inactive = no such curve, though single readings can be large; an effect the other way counts as inactive or inconclusive.

SMILES	Pol III holo inh	Fluorescein autfl	HBB splice mod	Texas Red fluor	ALOX15 inhib	Ub-GFP proteasome	GFP derepression	Hsp90 Hop PPI	Rhodamine fluor	4MU fluor	HADH2 inhib
CCOC(=O)C1C(C)=CC(=O)CC1c1ccco1 (stereo unspecified)	1%	?	0.3%	i	8%	9%	0%	-4%	i	i	-1%
COc1ccc(OC)c(NC(=O)CSC2=C(C#N)C(c3ccco3)C3=C(CCCC3=O)N2)c1 (stereo unspecified)	·	?	·	i	·	·	16%[20.6 µM]	·	i	i	·
CCOC(=O)c1ccc(N2C(=O)C3ON(c4ccccc4)C(c4ccco4)C3C2=O)cc1 (stereo unspecified)	4%	·	0.8%	·	-3%	0%	5%	-1%	·	·	6%
COc1ccccc1NC(=O)CSc1nnc(Cc2ccccc2)o1	3%	i	0.3%	i	-7%	-4%	0%	0%	i	i	4%
CCOC(=O)C1CCN(Cc2ccccc2C(F)(F)F)CC1	-2%	i	9.7%	i	-6%	-1%	0%	0%	i	?	9%
Cn1c(=O)c2ncn(CC(=O)Nc3ccc4oc(-c5cccc6ccccc56)nc4c3)c2n(C)c1=O	-3%	i	-1.4%	i	-1%	-3%	3%	-1%	i	8.2e-08M*	48%[activator]
Cn1cc(C(=O)NC2CCCCC2)c(=O)c2cc(S(=O)(=O)N3CCCC3)ccc21	-6%	i	-0.7%	i	2%	-2%	2%	-3%	i	i	9%
O=C(NC(Cc1ccc(F)cc1)C(=O)O)c1ccccc1 (stereo unspecified)	0%	i	0.4%	i	2%	6%	-3%	-1%	i	i	-7%
O=C(NCC1CCCO1)c1cc(-c2ccncc2)nc2ccc(S(=O)(=O)N3CCOCC3)cc12 (stereo unspecified)	0%	i	-1.4%	i	5%	0%	-3%	1%	i	i	15%
CCCCNC(=O)CC1C(=O)N(Cc2ccccc2)C(C)c2nc3ccccc3n21 (stereo unspecified)	-7%	?	-0.1%	i	-8%	-19%	1%	3%	i	i	6%
O=C(O)C1C(c2ccccc2)C(C(=O)OCc2ccco2)C1c1ccccc1 (stereo unspecified)	-4%	·	1.3%	·	10%	-17%	-2%	-2%	·	·	-5%
Cc1ccc(N(CN2C(=O)NC(C)(C)C2=O)CN2C(=O)NC(C)(C)C2=O)cc1	·	i	·	i	·	·	-4%[20.6 µM]	·	i	i	·
CCOC(=O)Cc1csc(NC(=O)c2c(-c3ccccc3)noc2C)n1	3%[11.4 µM]	·	0.0%[0.0738 µM]	·	-2%[11.4 µM]	5%[9.17 µM]	-3%	-7%[11 µM]	·	·	9%[11.4 µM]
CCOc1ccc2c(c1)sc(=NC(=O)C1CC1)n2C	-12%	i	-1.3%	i	5%	-1%	2%	1%	i	1.5e-08M*	-28%
Cc1oc2cc(O)ccc2c(=O)c1Oc1ccccc1	-1%	·	-1.5%	·	-9%	26%	5%	0%	·	·	25µM*
CCC(C)Oc1cccc(OCCCCN2C(=O)NC(C)(C)C2=O)c1 (stereo unspecified)	5%	i	-1.7%	i	5%	-4%	-2%	?	i	i	-2%
COc1cccc(NC2SC(=O)N(c3ccccc3)C2=O)c1 (stereo unspecified)	-5%	·	-0.9%	·	1%	3%	·	-3%[2.3 µM]	·	·	-27%
CC(=O)Oc1ccc(C)cc1N1C(=O)c2ccc(C(=O)O)cc2C1=O	-5%	·	-0.8%	·	-13%	-16%	-2%	-3%	·	·	-12%
C#CCN1C(=O)C(O)(CC(=O)c2ccc3c(c2)OCCO3)c2ccccc21 (stereo unspecified)	-4%	·	0.4%	·	-2%	9%	-2%	-5%	·	·	-16%
CNC(=O)c1c(NC(=O)c2nc3ccccc3s2)sc2c1CCC2	-7%	·	?	·	-1%	15%	·	0%	·	·	-4%
CCOCC(=O)Nc1cccc(OC)c1	-5%	i	3.1%	i	4%	5%	6%	0%	i	i	-15%
COC(=O)c1ccccc1NC(=O)CSc1nnnn1C1CCCCC1	7%	i	-0.3%	i	7%	2%	3%	-2%	i	i	2%
O=C(CN1C(=O)c2ccccc2S1(=O)=O)N1CCN(c2ccccc2F)CC1	-4%	i	·	?	7%	-5%	3%	0%	i	i	0%
CC(=O)c1nc2ccccc2n1S(=O)(=O)c1ccc(C)cc1	3%	i	1.3%	i	-8%	-3%	-3%	-1%	i	?	i
CCOC(=O)N1CCN(C(=O)CSc2nnc(Cc3cccn3C)n2CCc2ccccc2)CC1	0%	i	-0.7%[1.84 µM]	i	-6%	4%	0%	-6%	i	i	7%
COc1ccc(Oc2ncc3nc(-c4cccs4)c(=O)n(CCC#N)c3n2)cc1	-2%	?	2.0%	i	3%	-8%	5%[9.22 µM]	-1%	i	i	9%
CCN(CC)c1ccc(NC(=O)Nc2cccc(C(C)=O)c2)cc1	2%	i	1.8%	i	-12%	2%	1%	-13%	i	i	-8%
N#Cc1c(-c2ccco2)nc(NCC2CCCO2)[nH]c1=O (stereo unspecified)	2%	?	-1.0%	i	6%	-3%	0%	-4%	i	i	3%
O=C(O)C1CCCN(S(=O)(=O)c2cccc3cccnc23)C1 (stereo unspecified)	-8%	·	-0.1%	·	-2%	-3%	·	-1%	·	·	-13%
COc1ccccc1-c1nc(NC(C)=O)n[nH]1	-5%	?	-0.8%	?	?	-3%	0%	-8%	i	i	?
Nn1c(CSc2ccccn2)nc2ccccc2c1=O	-3%	i	-0.7%	i	15%	-4%	4%	-3%	i	i	-10%
COc1ccc(N2CCN(c3nc(=S)n(-c4ccccc4)c(C)c3C(C)=O)CC2)cc1	0%	?	1.1%	i	16µM*	6%	-3%	-18%	i	i	10µM*
COc1ccc(CCNC(=O)Cn2c(=O)n(Cc3ccco3)c(=O)c3ccc(Cl)cc32)cc1OC	1%	i	-2.1%	?	-2%	-3%	0%	4%	i	i	5%
COc1ccc(-c2c(=O)n(OCc3ccccn3)c3ccccc3[n+]2[O-])cc1OC	-10%	?	-1.1%	i	-15%	-2%	-3%	-30%	i	i	?
Cc1nc2cccc(C(=O)NCc3ccccc3)c2o1	-6%	?	-5.8%	i	5%	-7%	4%	-5%	i	i	-9%
CCOc1cc(NC(=O)c2ccco2)c(OCC)cc1NC(=O)c1cc(OC)c(OC)c(OC)c1	-1%	i	0.0%[57.5 µM]	?	2%	-6%	2%	-1%	i	5e-08M*	35%[activator]

Given with each value named: part of the list above.
COc1ccccc1-c1nc(NC(C)=O)n[nH]1
- Pol III holo inh = -5%
- Fluorescein autfl = ?
- HBB splice mod = -0.8%
- Texas Red fluor = ?
- ALOX15 inhib = ?
- Ub-GFP proteasome = -3%
- GFP derepression = 0%
- Hsp90 Hop PPI = -8%
- Rhodamine fluor = i
- 4MU fluor = i
- HADH2 inhib = ?

O=C(O)C1CCCN(S(=O)(=O)c2cccc3cccnc23)C1 (stereo unspecified)
- Pol III holo inh = -8%
- Fluorescein autfl = ·
- HBB splice mod = -0.1%
- Texas Red fluor = ·
- ALOX15 inhib = -2%
- Ub-GFP proteasome = -3%
- GFP derepression = ·
- Hsp90 Hop PPI = -1%
- Rhodamine fluor = ·
- 4MU fluor = ·
- HADH2 inhib = -13%

COc1ccc(CCNC(=O)Cn2c(=O)n(Cc3ccco3)c(=O)c3ccc(Cl)cc32)cc1OC
- Pol III holo inh = 1%
- Fluorescein autfl = i
- HBB splice mod = -2.1%
- Texas Red fluor = ?
- ALOX15 inhib = -2%
- Ub-GFP proteasome = -3%
- GFP derepression = 0%
- Hsp90 Hop PPI = 4%
- Rhodamine fluor = i
- 4MU fluor = i
- HADH2 inhib = 5%

(cont.)
SMILES	Pol III holo inh	Fluorescein autfl	HBB splice mod	Texas Red fluor	ALOX15 inhib	Ub-GFP proteasome	GFP derepression	Hsp90 Hop PPI	Rhodamine fluor	4MU fluor	HADH2 inhib
CC1(C)S[C@@H]2[C@H](NC(=O)C3(N)CCCCC3)C(=O)N2[C@H]1C(=O)O	0%[25.6 µM]	?	-3.1%[20.6 µM]	i	-6%[25.6 µM]	9%[20.5 µM]	1%[20.6 µM]	-2%[26 µM]	i	i	3%[25.6 µM]
O=C(c1cn(-c2ccccc2)nc1-c1cccs1)N1CCN(c2ccccn2)CC1	-3%	i	-0.4%[57.5 µM]	i	-4%	0%	5%	-4%	i	i	-6%
Cc1c2c([n+]3n1CCC3)CC(C)(C)CC2=O	·	i	·	i	·	·	2%[20.6 µM]	·	i	i	·
CC(SCC(=O)Nc1ccc(S(=O)(=O)N2CCCCC2)cc1)C(=O)O (stereo unspecified)	-4%	i	1.6%	i	1%	-3%	0%	-3%	i	i	-3%
O=C(COC(=O)C1=COCCO1)Nc1ccc2c(c1)OCO2	0%	i	2.1%	i	-10%	-4%	0%	-3%	i	i	0%
O=c1/c(=C\c2cccn2-c2ccccc2)sc2nc3ccccc3n12	·	i	·	i	·	·	0%[20.6 µM]	·	i	i	·
O=C1COc2cccnc2N1	-1%	i	5.1%[0.369 µM]	i	6%	5%	0%	1%	i	i	13%

Only part of the results is shown. The share of hits here may be higher or lower than overall.
